Screening results (PubChem)
SENP7 block – blocks the human protease SENP7. Q9BQF6. recombinant SENP7, Z-RLRGG-aminoluciferin luminescence, 40 min. inhibition, % at 5 µM. actives 1.5% (n = 330,000). AID 434973;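 active means inhibition above about 50% at the single test dose, limit read from the data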;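 further: plate controls were DMSO with enzyme for no effect and no enzyme buffer wells for full effect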
PfGluPho inh – PfG6PD (Plasmodium falciparum) enzyme inhibition; PfGluPho enzyme, NADPH resazurin-diaphorase fluorescence; inhibition, % at 20 µM; actives 0.78% (n = 350,000); AID 504690;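 active means inhibition reaching at least a set limit at 20 µM in the primary screen, cut at about 59% in these data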;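 further: 0% = DMSO wells with substrate and 100% = DMSO wells lacking glucose-6-phosphate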
UBC13 inh – inhibitors of human UBC13 polyubiquitin chain formation. inhibition, % at 20 µM. TR-FRET. actives 0.47% (n = 330,000). P61088; in the data active means inhibition above about 45%, passing the limit was not always enough
SENP8 block-1 – inhibitors of human SENP8 protease; Q96LD8; purified SENP8, Z-RLRGG-aminoluciferin cleavage, luminescence; inhibition, % at 10 µM; actives 1.2% (n = 330,000); AID 2540; in the data active means inhibition above about 50%
Target sequence (Q96LD8 whole entry, looked up): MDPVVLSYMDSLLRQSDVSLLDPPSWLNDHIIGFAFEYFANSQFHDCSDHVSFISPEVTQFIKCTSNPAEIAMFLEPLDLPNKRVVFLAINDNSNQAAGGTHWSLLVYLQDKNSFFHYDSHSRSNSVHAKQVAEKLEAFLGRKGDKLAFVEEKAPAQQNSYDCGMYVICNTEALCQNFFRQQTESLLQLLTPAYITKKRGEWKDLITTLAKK
SENP1 FRET inh – SENP1 (human) catalytic domain inhibition | actives 0.21% (n = 360,000) | AID 624204 | recombinant SENP1 catalytic domain, CyPet-SUMO1-YPet FRET cleavage | inhibition, % at 10 µM;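 active means inhibition at least 30% at 10 µM, raw YFP signal under a set limit, fluorescence ratio 0.5 to 1.5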;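 further: 0% = enzyme with DMSO and 100% = no enzyme wells; some results filed as inactive read as strong as hits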
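Controls: no-enzyme wells low, DMSO-plus-enzyme wells high control. Test system: human recombinant His6-tagged SENP1 catalytic domain enzyme. Reagent: SFCypet-SUMO1-SFYpet FRET protein substrate, 25 nM final. Doses: one dose per compound, 10 µM, 0.5% DMSO. Detection: FRET, CFP and YFP emission. Timing: 50 min reaction at room temperature.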
SENP8 block-2 – inhibitors of human SENP8 protease; recombinant SENP8, Nedd8 substrate fluorescence; actives 0.64% (n = 360,000); AID 602440; Q96LD8; inhibition, % at 20 µM; in the data active means inhibition mostly above about 40%, no sharp cut-off; inactive means mostly below about 27%
beta cell repl – induces beta-cell replication in MIN6 cells. proliferation, % at 10 µM. actives 0.29% (n = 330,000). MIN6 cells proliferation, ATPlite luminescence, 48 h; cells starved in 0.2% serum; 100% = growth in 10% serum. AID 2380;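 active means compounds whose signal lies at least 3.5 SD above the mean of all wells on their plate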;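 further: 0% = DMSO-treated cells in low-serum medium and 100% = 10% serum control; some compounds called inactive have numbers as strong as hits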
HKDC1 inhibitor – HKDC1 (human) hexokinase inhibition; Q2TB90; recombinant HKDC1, G6PDH/diaphorase resazurin coupled fluorescence; inhibition, % at 20 µM; actives 0.16% (n = 340,000);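 active means inhibition above about 35% when tested at 20 µM, limit read from the data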;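 further: plate controls were DMSO wells with enzyme for no effect and DMSO wells lacking enzyme for full effect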
Target sequence (Q2TB90 whole entry, looked up): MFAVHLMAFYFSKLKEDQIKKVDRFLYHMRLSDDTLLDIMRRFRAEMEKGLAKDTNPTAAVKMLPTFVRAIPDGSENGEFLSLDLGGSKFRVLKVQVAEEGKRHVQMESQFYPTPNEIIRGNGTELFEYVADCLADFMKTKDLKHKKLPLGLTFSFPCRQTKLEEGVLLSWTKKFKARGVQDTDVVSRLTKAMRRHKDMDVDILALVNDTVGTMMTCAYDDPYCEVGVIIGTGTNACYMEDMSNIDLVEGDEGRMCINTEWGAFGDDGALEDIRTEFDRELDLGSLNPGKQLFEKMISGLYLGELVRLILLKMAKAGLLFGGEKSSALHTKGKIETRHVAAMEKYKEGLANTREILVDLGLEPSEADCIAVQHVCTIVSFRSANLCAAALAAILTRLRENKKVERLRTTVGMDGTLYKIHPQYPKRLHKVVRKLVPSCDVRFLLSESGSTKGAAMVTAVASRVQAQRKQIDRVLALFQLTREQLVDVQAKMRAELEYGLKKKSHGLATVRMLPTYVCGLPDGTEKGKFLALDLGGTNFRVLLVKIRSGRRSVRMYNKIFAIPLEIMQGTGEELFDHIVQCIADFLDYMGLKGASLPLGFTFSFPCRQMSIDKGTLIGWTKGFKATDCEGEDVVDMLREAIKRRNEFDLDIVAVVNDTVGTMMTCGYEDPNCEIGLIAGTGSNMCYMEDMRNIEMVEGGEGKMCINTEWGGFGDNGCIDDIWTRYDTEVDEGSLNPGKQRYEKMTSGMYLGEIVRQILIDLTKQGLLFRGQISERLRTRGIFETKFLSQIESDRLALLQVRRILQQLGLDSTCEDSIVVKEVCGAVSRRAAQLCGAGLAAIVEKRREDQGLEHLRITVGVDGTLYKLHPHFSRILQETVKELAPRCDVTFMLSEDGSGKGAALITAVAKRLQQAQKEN
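Test system: recombinant HKDC1 (HK5) hexokinase enzyme, produced in-house; Amount: enzyme 5 µg/mL final; Buffer or medium: Tris pH 8.0 buffer with MgCl2, Tween-20, BSA, BME; Reagent: glucose and ATP substrates; Doses: 20 µM test compound, 1% DMSO; Incubation: 90 min reaction incubation at room temperature, dark; Detection: resorufin fluorescence at 613 nm.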
SENP6 inh – SENP6 protease inhibition; Q9GZR1; Recombinant SENP6 catalytic domain, aminoluciferin luminescence; inhibition, % at 10 µM; actives 1.8% (n = 330,000);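 active means inhibition above about 50% at the single tested dose, limit read from the data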;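 further: plate controls were DMSO wells with enzyme for no effect and DMSO wells lacking enzyme for full effect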
* marks the source's active call; other numbers are inactive results; i = inactive; / = not tested or not shown.

SMILES | SENP7 block | PfGluPho inh | UBC13 inh | SENP8 block-1 | SENP1 FRET inh | SENP8 block-2 | beta cell repl | HKDC1 inhibitor | SENP6 inh
O=S(=O)(Nc1cccc(-n2cnnn2)c1)c1ccccc1C(F)(F)F | -14 | -10 | -4 | -6 | 0 | 4 | 0 | -4 | -18
CC1CC(C)CN(C(=O)Cn2nnc(-c3ccc(Br)cc3)n2)C1 (stereo not drawn) | -2 | -10 | -4 | -2 | -1 | 19 | 0 | -7 | -26
CCOC(=O)C1CCN(C(=O)COc2ccc(C(=O)c3ccccc3)cc2)CC1 | 4 | -4 | 8 | -5 | 3 | 15 | -2 | -6 | -4
Cc1ccc(CNC(=O)CC(NC(=O)c2ccccc2)c2ccccc2)cc1 (stereo not drawn) | -7 | 3 | -14 | -3 | -4 | 8 | -3 | 1 | -1
Cn1nnc(NC(=O)c2cccs2)n1 | -6 | -1 | -6 | -11 | 1 | 29 | -2 | -5 | -10
Cc1cccc(C)c1NC(=O)CN1CCNCC1 | -4 | 1 | -1 | -5 | 1 | 8 | -3 | -1 | -2
CCOc1ccc(C(=O)NCC2CCN(CC3CCCCC3)CC2)cc1 | -4 | -22 | 5 | -2 | -5 | 7 | -2 | -6 | -18
CCOc1ccc(/C=C(\C#N)C(=O)NCC2CCCO2)cc1OCC (stereo not drawn) | 2 | 5 | -8 | -12 | 2 | -17 | 1 | -5 | -7
COc1ccc(C(=O)NCCSCc2ccc(Cl)cc2)cc1OC | -3 | 0 | 3 | 5 | 0 | 31 | -3 | -5 | 7
O=C(Nc1ccccc1)c1cccnc1Nc1ccccc1 | -6 | 2 | 7 | 0 | 0 | 16 | -2 | 1 | -8
Cc1ccc(NC(=O)c2cncc(Br)c2)nc1 | 5 | -18 | 6 | -18 | 0 | 4 | 1 | -4 | 2
Cc1ccc(OCC(=O)NNC(=O)Nc2ccc(Cl)cc2)c(Br)c1 | 0 | -2 | 2 | -3 | 3 | 7 | -3 | -6 | 2
COc1ccccc1C(=O)NC(=O)COC(=O)c1ccc(Cl)cc1[N+](=O)[O-] | -15 | -14 | -10 | -8 | 2 | 7 | 0 | -3 | -6
O=C(Nc1ccnn1C1CCN(C(=O)c2ccc(Cl)c(F)c2)CC1)C1CCOC1 (stereo not drawn) | 1 | 7 | 6 | -2 | 0 | -1 | -2 | 4 | -15
Cc1ccc(S(N)(=O)=O)cc1 | -5 | -8 | -4 | -9 | -3 | -7 | 2 | -4 | -4
Cc1noc(C)c1C(=O)OCC(=O)/C=C1\N(C)c2ccccc2C1(C)C | 6 | -2 | 0 | -5 | -2 | -167 | -6 | 2 | 12
Cc1cc(C(=O)COC(=O)c2cccc(NS(C)(=O)=O)c2)c(C)n1CC1CCCO1 (stereo not drawn) | 1 | -6 | -4 | -4 | 1 | -19 | -6 | -1 | -24
COc1ccc(N2CCOCC2)c(NC(=O)c2ccco2)c1 | 7 | -14 | 3 | 1 | -1 | 8 | 1 | 0 | -6
N[C@@H](Cc1cnc[nH]1)C(=O)Nc1ccc2ccccc2c1 | / | 7 | / | / | 1 | 9 | / | 1 | /
CCOc1ccc(NS(=O)(=O)c2ccc3[nH]c(=O)oc3c2)cc1 | -7 | -28 | -7 | 0 | 4 | 4 | 2 | 0 | -1
CC(C)[C@H](Nc1ccc(C(F)(F)F)cc1[N+](=O)[O-])C(=O)O | 5 | -5 | -4 | 2 | 4 | 41* | 0 | -6 | -10
CC(=O)c1ccc(NC(=O)CCc2c(C)nc3ncnn3c2C)cc1 | / | -9 | / | / | -2 | 23 | / | -1 | /
Cc1cccc(OCC(=O)O/N=C(\N)Cc2ccc(Cl)cc2)c1 | 10 | 5 | 2 | -10 | 3 | 16 | -2 | -2 | -8
COc1ccc(C(=O)N2CCc3ccc(NC(=O)c4ccccn4)cc3C2)cc1F | 8 | -5 | -4 | -9 | 1 | 5 | -4 | -1 | -11
O=C(NC1CCCC1)C1CCC(CNS(=O)(=O)c2ccc(F)cc2)CC1 (stereo not drawn) | 2 | -13 | 0 | 1 | 2 | 6 | 0 | -2 | 8
New compounds follow:
SMILES | SENP7 block | PfGluPho inh | UBC13 inh | SENP8 block-1 | SENP1 FRET inh | SENP8 block-2 | beta cell repl | HKDC1 inhibitor | SENP6 inh
Cn1cc(CNC(=O)C2CCC(=O)N(Cc3cccc(C(F)(F)F)c3)C2)cn1 (stereo not drawn) | -2 | -10 | -6 | -9 | 1 | 7 | -1 | -2 | -16
Cc1ccc(S(=O)(=O)n2nc(OC(=O)c3ccccc3C)cc2N)cc1 | 3 | -21 | 4 | -7 | 2 | 16 | -2 | 15 | -17
COc1ccc(/C=c2\s/c(=C/C(=O)c3ccc(C)cc3)[nH]c2=O)c(OC)c1 | -1 | -14 | -83 | -4 | -29 | -70 | 0 | -7 | -3
COc1ccc2[nH]c3c(=O)n(CCCC(=O)NC4CCCCC4C)c(=S)[nH]c3c2c1 (stereo not drawn) | -15 | 5 | -13 | -8 | 1 | -101 | -3 | -1 | -11
COc1ccc(-c2ccc(SCC(=O)c3cccs3)nn2)cc1OC | -8 | 8 | -6 | -11 | 2 | 0 | 3 | -2 | -32
O=C(N/N=C/c1cc(Br)c(Br)o1)c1cccnc1 | 6 | 24 | -43 | 9 | 35* | 31 | 2 | 7 | 16
Cc1cccc(/C=C/C(=O)c2ccc(N3CCOCC3)cc2)c1 | 92* | / | -15 | 84* | / | / | -5 | / | 89*
Cc1ccc(N2CN(Cc3ccco3)CNC2=S)c(C)c1 | 9 | -6 | 5 | -4 | 3 | 16 | -3 | -7 | -27
CSc1ncc2[nH]c(C(O)c3ccccc3)nc2n1 (stereo not drawn) | / | 12 | / | / | -43 | -86 | / | 11 | /
Cc1cc(C(=O)N/N=C/c2ccc[nH]2)n[nH]1 | -19 | -8 | -12 | -2 | 2 | -37 | 0 | 7 | 5
Cn1nccc1C(=O)OCC(=O)Nc1cccc(Cl)c1 | 4 | -12 | 9 | -21 | 0 | 15 | -1 | -2 | -1
CCC(C)(C)c1nnc(NC(=O)c2cccc([N+](=O)[O-])c2)s1 | 10 | 116* | -9 | -1 | 3 | 17 | -3 | -3 | 6
COc1ccc(NC(=O)C2CCC(CNc3c(N4CCOCC4)c(=O)c3=O)CC2)cc1Cl (stereo not drawn) | 7 | -2 | -1 | 2 | 1 | 16 | 4 | -3 | -16
Cc1cc(OCC(=O)OCC(=O)NCc2ccco2)ccc1Cl | -3 | -3 | 6 | -6 | 6 | 10 | -2 | 0 | -13
CCCCn1c(N)c(N(CC(C)C)C(=O)Cn2c(=O)oc3ccccc32)c(=O)[nH]c1=O | 3 | -1 | 4 | 2 | -4 | 4 | 1 | 0 | -6
Clc1c(-c2nnc3n2CCCCC3)sc2ccccc12 | 2 | -15 | -1 | -2 | 2 | 14 | -2 | 1 | 4
COC(=O)N/N=C/c1cc(N=Nc2ccccc2Cl)ccc1O | -3 | -19 | -24 | -7 | 2 | 32 | -6 | -7 | -5
N#Cc1c(Cc2cccc3ccccc23)nn(CCO)c1N | -3 | 9 | 7 | 7 | 3 | 17 | -5 | 0 | -2
Cc1c(Cl)cccc1NC(=O)NCc1ccc(F)cc1 | -8 | -1 | 0 | -4 | 1 | 21 | 1 | -8 | -5
CC1(C)C=C(c2ccc(C=O)s2)CC(C)(C)N1 | 0 | -2 | -5 | -3 | 2 | 5 | -1 | 2 | 8
Cc1nc2c(sc(=S)n2Cc2ccco2)c(=O)n1CC(=O)Nc1ccccc1 | 3 | -9 | -7 | 0 | -3 | 13 | -4 | -8 | 5
CC(=C/c1ccccc1)/C=N/n1c(-c2ccncc2)n[nH]c1=S | -6 | 10 | -3 | -6 | 1 | 9 | 15* | -3 | -8
C=CCNC(=O)COc1c(C)ccc(C)c1C | 0 | -16 | -1 | -3 | 2 | 15 | -2 | -3 | 18
CN(CC(=O)Nc1ccccc1Br)CC(=O)Nc1ccccc1C(F)(F)F | 3 | -12 | -2 | -9 | 3 | 14 | -2 | -3 | -33
CCc1nc(N)c(C#N)c(-c2ccccc2OC)c1C | 0 | -4 | 6 | 1 | 1 | i | 0 | -5 | -2
Remaining list, next part.
SMILES | SENP7 block | PfGluPho inh | UBC13 inh | SENP8 block-1 | SENP1 FRET inh | SENP8 block-2 | beta cell repl | HKDC1 inhibitor | SENP6 inh
CCc1ccc(OCC(=O)N/N=C(\C)c2ccc3c(c2)OCCO3)cc1 | 7 | -4 | -7 | 3 | -3 | 4 | -1 | -4 | -2
Cc1ccc(S(=O)(=O)NCC(C)NS(=O)(=O)c2ccccc2[N+](=O)[O-])cc1 (stereo not drawn) | -12 | -6 | 4 | 2 | 0 | 6 | -3 | -3 | -2
COc1ccc(CNC(=O)CN2CCC(n3nnc4cc(F)ccc43)CC2)cc1 | 0 | 7 | 9 | -1 | 0 | -18 | 1 | -8 | -18
CCC(=O)N1N=C(c2ccc(NS(=O)(=O)c3ccccc3)cc2)CC1c1ccco1 (stereo not drawn) | 0 | -22 | 19 | 10 | -2 | -10 | 2 | 4 | -4
COc1ccc(C2NC(=O)CS2)cc1OC (stereo not drawn) | -6 | -8 | -16 | -5 | 2 | 23 | 0 | 1 | -17
CC1(NC(=O)NCCCCCCNC(=O)NC2(C)CCS(=O)(=O)C2)CCS(=O)(=O)C1 (stereo not drawn) | 0 | 3 | -14 | -8 | -2 | 0 | -3 | 5 | -11
COc1ccccc1CCC(=O)N1CCC(n2nccc2NC(=O)C2CCOC2)CC1 (stereo not drawn) | 6 | -15 | -4 | -9 | 0 | 1 | 5 | -4 | 5
CC(=O)N(C(C)=O)N1C(=O)/C(=C/c2ccc(Cl)cc2)SC1=S | -7 | -24 | -29 | -10 | 0 | 25 | -5 | 6 | 5
CC(C)C[C@H](CO)Nc1nc(N(C)c2cccc(Cl)c2)c2ncn(C(C)C)c2n1 | 16 | 2 | 24 | -11 | 1 | -74 | -1 | 5 | -14
Cc1cccc(-c2n[nH]c([N+](=O)[O-])n2)c1 | -11 | -2 | 2 | -4 | 1 | 15 | -1 | -1 | -19
O=C(CCSCc1cccc(Cl)c1)NCCc1ccc(Cl)cc1 | 0 | 18 | 2 | -2 | 1 | -20 | -1 | -8 | -13
CNC1(C(N)=O)CCN(Cc2ccccc2)CC1 | / | 10 | / | / | -7 | 12 | / | -8 | /
Cc1ccc(Cl)cc1N1CCN(S(=O)(=O)c2ccc3[nH]c(=O)c(=O)[nH]c3c2)CC1 | 1 | -30 | 13 | 4 | 2 | -107 | -2 | 0 | 10
Cc1ccc(N=c2oc3cc(O)ccc3cc2C(N)=O)cc1 | -5 | 0 | 4 | 0 | -20 | -286 | -4 | 3 | -16

5 entries picked at random from the list so far, as already listed:
SMILES | SENP7 block | PfGluPho inh | UBC13 inh | SENP8 block-1 | SENP1 FRET inh | SENP8 block-2 | beta cell repl | HKDC1 inhibitor | SENP6 inh
CCC(=O)N1N=C(c2ccc(NS(=O)(=O)c3ccccc3)cc2)CC1c1ccco1 (stereo not drawn) | 0 | -22 | 19 | 10 | -2 | -10 | 2 | 4 | -4
COc1ccc(C2NC(=O)CS2)cc1OC (stereo not drawn) | -6 | -8 | -16 | -5 | 2 | 23 | 0 | 1 | -17
COc1ccccc1CCC(=O)N1CCC(n2nccc2NC(=O)C2CCOC2)CC1 (stereo not drawn) | 6 | -15 | -4 | -9 | 0 | 1 | 5 | -4 | 5
CC(=O)N(C(C)=O)N1C(=O)/C(=C/c2ccc(Cl)cc2)SC1=S | -7 | -24 | -29 | -10 | 0 | 25 | -5 | 6 | 5
Cc1cccc(-c2n[nH]c([N+](=O)[O-])n2)c1 | -11 | -2 | 2 | -4 | 1 | 15 | -1 | -1 | -19
